Screening results as filed in PubChem BioAssay.
SRC1 inh: human NCOA1 inhibition | Q15788 | HEK293 GAL4-SRC1 luciferase reporter, luminescence | inhibition, % at 3.6 µM | 360,000 compounds, 0.12% hits | AID 588354;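 active = inhibition above the campaign mean plus 3 SD, with each screening campaign given its own cutoff, cut at about 60% in these data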;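 note: 0% = DMSO treated cells and 100% = gossypol at 36 µM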
Target sequence (Q15788 whole entry, looked up, the tested form may be a part): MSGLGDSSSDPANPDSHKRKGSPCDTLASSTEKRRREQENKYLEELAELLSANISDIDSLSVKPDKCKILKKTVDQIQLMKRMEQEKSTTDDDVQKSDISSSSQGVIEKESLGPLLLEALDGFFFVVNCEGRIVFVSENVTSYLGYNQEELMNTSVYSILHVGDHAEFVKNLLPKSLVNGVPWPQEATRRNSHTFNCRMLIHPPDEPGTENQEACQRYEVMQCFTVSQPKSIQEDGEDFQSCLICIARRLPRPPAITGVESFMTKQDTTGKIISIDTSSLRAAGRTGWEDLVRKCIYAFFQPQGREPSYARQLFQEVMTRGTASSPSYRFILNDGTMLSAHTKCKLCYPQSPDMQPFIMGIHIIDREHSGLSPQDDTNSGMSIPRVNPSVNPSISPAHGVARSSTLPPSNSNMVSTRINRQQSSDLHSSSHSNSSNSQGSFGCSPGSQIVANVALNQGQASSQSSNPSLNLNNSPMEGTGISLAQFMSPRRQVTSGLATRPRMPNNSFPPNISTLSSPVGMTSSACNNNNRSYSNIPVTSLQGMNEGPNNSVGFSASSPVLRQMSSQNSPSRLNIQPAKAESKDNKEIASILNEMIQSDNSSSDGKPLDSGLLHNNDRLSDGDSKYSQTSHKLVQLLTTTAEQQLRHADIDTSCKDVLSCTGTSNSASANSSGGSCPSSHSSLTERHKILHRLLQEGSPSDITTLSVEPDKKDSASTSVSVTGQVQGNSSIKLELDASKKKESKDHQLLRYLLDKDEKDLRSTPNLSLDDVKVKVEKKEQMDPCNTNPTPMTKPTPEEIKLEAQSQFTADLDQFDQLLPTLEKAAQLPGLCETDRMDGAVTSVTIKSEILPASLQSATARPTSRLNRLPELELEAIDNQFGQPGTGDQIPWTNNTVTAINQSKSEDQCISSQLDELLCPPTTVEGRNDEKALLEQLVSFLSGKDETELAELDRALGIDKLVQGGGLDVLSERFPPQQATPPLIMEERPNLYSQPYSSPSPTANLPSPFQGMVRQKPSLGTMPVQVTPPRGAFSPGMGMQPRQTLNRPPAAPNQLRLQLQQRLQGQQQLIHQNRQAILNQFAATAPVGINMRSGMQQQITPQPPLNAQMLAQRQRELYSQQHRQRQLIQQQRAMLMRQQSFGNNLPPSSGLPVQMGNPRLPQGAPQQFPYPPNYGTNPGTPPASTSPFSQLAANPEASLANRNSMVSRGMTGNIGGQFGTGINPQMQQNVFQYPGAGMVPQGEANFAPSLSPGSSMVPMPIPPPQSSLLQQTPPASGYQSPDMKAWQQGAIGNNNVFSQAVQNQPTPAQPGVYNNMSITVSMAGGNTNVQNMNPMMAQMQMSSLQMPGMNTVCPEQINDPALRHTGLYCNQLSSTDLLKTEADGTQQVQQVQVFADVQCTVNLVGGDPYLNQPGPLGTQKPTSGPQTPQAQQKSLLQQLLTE
NCOA3 inh: inhibits human SRC3 coactivator; Q9Y6Q9; HEK293 GAL4-SRC3 luciferase reporter, luminescence; inhibition, % at 3.6 µM; 360,000 compounds, 0.17% hits; AID 588352;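 active = inhibition above a per-campaign cutoff, the mean of all compounds plus 3 SD, cut at about 60% in these data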;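 note: 0% = DMSO-treated cells and 100% = gossypol-treated cells at 36 µM; higher means less SRC3-driven luciferase light from the GAL4 reporter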
TWEAK-Fn14 inh: blocks TWEAK-Fn14 interaction in a reporter cell assay; 360,000 compounds, 2% hits; TWEAK-stimulated Fn14 reporter cells, luciferase luminescence, 8 h; inhibition, % at 10 µM; in the data active = inhibition above about 50%
C8 TRAIL sens: sensitizes caspase-8 expressing cells to TRAIL. NB7+C8 cells + TRAIL, ATPlite viability luminescence. AID 624354. 360,000 compounds, 1% hits. inhibition (viability loss, TRAIL sensitization), % at 10 µM;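 active = compounds causing at least 50% loss of cell viability in the single-dose screen, relative to plate controls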
SRC2 inh: inhibits human steroid receptor coactivator 2 | inhibition, % at 9 µM | 370,000 compounds, 0.17% hits | AID 651957 | Q15596 | HEK293 GAL4-SRC2 luciferase reporter, luminescence;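 active = inhibition above the mean inhibition of all tested compounds plus 3 SD, set per campaign, cut at about 52% in these data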;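 note: 0% = DMSO treated cells and 100% = cells given Gossypol at 36 µM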
TROY NFkB inh: TROY signaling inhibition. Q293 LMP1-TROYcd NF-kB luciferase reporter, 4 h. inhibition, % at 10 µM. 360,000 compounds, 0.98% hits;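 active = compounds whose plate-normalised and pattern-corrected inhibition of the luciferase reporter signal at the single screening dose is 50% or more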
NOD2 RIPK2 PPI: NOD2-RIPK2 protein interaction inhibition; O43353; CHO BLA complementation NOD2-RIPK2, CCF4 ratio; inhibition, % at 4.98 µM; 360,000 compounds, 0.38% hits; AID 624267; in the data active = inhibition above about 21%;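 note: 0% = vehicle only and 100% = reference blocker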
EBV LMP1 NFkB: Epstein-Barr LMP1 NF-kappaB reporter inhibition; 350,000 compounds, 0.69% hits; LMP1-induced NF-kappaB luciferase reporter cells, luminescence; inhibition, % at 12.5 µM; in the data active = inhibition above about 41%; inconclusive = no clear call, values can overlap the other calls;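 note: 0% = neutral control wells and 100% = reference inhibitor control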
NR2F2 inh: NR2F2 (human) inhibition, primary screen; P24468; HEK293T NGFI-A luciferase reporter, luminescence; inhibition, % at 8.6 µM; 370,000 compounds, 0.7% hits;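 active = inhibition above a per-plate cutoff, mean inhibition of test wells between control levels plus 3 SD, cut at about 38% in these data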;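 note: cells cotransfected with COUP-TFII expression vector driving the NGFI-A reporter; 0% = median of COUP-TF2 test wells and 100% = reporter-only cells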
TLR9-MyD88 block: TLR9-MyD88 interaction inhibition; 340,000 compounds, 0.21% hits; CHO BLA complementation TLR9-MyD88, CCF4 FRET ratio; Q9NR96+Q99836; inhibition, % at 4.98 µM; AID 504734;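 active = inhibition above the mean over all tested compounds plus 3 SD, cut at about 21% in these data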;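 note: 0% = DMSO only wells and 100% = clavulanate BLA inhibitor control wells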
LRH-1 inv ag: inverse agonists of human LRH-1 (NR5A2); HEK293T StAR-luciferase reporter, LRH-1 transfected, 24 h; AID 602396; 360,000 compounds, 0.13% hits; O00482; inhibition, % at 3.6 µM;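 active = inhibition above the mean inhibition of all tested compounds plus 3 SD, cut at about 73% in these data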;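 note: 0% = DMSO wells and 100% = reporter-only cells lacking LRH-1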
* hit, by the source's call; ? = inconclusive; nt = not tested or not shown. An excerpt; rates above refer to the full screens.

SMILES	SRC1 inh	NCOA3 inh	TWEAK-Fn14 inh	C8 TRAIL sens	SRC2 inh	TROY NFkB inh	NOD2 RIPK2 PPI	EBV LMP1 NFkB	NR2F2 inh	TLR9-MyD88 block	LRH-1 inv ag
CCn1c(=N)c(S(=O)(=O)c2ccc(F)cc2)cc2c(=O)n3ccccc3nc21	6	-5	-17	-4	-1	-1	-10	-3	-7	-5	13
COc1cccc(CN(C)C(=O)CNC(=O)c2sc3ccccc3c2Cl)c1OC	-24	3	-14	1	-10	6	1	15	-1	-1	1
C=CC[C@@H](CC(=O)N[C@H](CO)Cc1ccccc1)C(=O)N[C@@H](COC(=O)[C@@H](CC=C)Cc1ccc(F)cc1)Cc1ccccc1	8	-25	8	-2	7	10	-2	-5	4	-8	0
O=C(COc1ncnc2c(Cl)cc(Cl)cc12)N1CCCCC1	9	8	-19	-4	-1	-15	-1	-2	1	2	8
CN1CCN(C(=O)c2cnn3c2NC(c2ccccc2)CC3C(F)(F)F)CC1 (stereo unspecified)	17	12	-18	-6	-20	-6	1	-6	-8	-16	-2
COc1ccc(NC2CCCN(C(=O)CCc3ccncc3)C2)cc1OC (stereo unspecified)	15	-22	0	-8	19	4	1	5	10	-9	-9
COC(=O)CSc1nc(N2CCCCC2)c2c(c1C#N)CCCC2	-3	19	91*	-16	-17	-17	-4	1	-1	6	-9
CC(C)(C)C(=O)NC1CC2CCCC(C1)N2C(=O)Nc1ccc(Cl)cc1 (stereo unspecified)	8	-13	15	4	11	-4	-4	-9	-1	3	-3
O=C(CN1C(=O)NC2(CCCCCC2)C1=O)N1CCC(Cc2ccccc2)CC1	-10	3	-7	12	10	19	5	9	21	-11	6
Cc1ccc(C)c(NC(=O)c2cc([N+](=O)[O-])cc([N+](=O)[O-])c2)c1	11	-4	-8	-7	8	12	-3	13	14	-2	-26
C[C@H]1CN([C@@H](C)CO)C(=O)CCCn2cc(nn2)CO[C@@H]1CN(C)C(=O)c1ccncc1	-4	-1	-6	0	-8	3	-5	-5	-4	-1	-20
C=CCn1c(N)cc(=O)nc1SCC(=O)N(c1ccccc1)c1ccccc1	-3	2	-1	3	13	11	5	-7	14	12	9
CC(=O)Nc1sc2c(c1C(N)=O)CCCC2	9	2	-9	-22	8	5	-11	2	13	0	5
CC(C)CCNC(=O)c1ccc2nc[nH]c2c1	-4	-10	-24	-8	-17	-41	-5	4	-2	1	-8
COc1ccc(S(=O)(=O)N2CC(O)CC2C(=O)OCc2nc3sc(C)c(C)c3c(=O)[nH]2)cc1 (stereo unspecified)	3	11	9	-10	-16	0	9	-6	5	9	-7
COc1ccc(C(=O)NCc2ccc3c(c2)cc(C)n3C)cc1	-9	3	-17	-11	17	2	4	-1	11	-8	10
O=C(O)C1CC(=O)N(Cc2cccnc2)C1 (stereo unspecified)	4	5	8	4	-8	-11	-8	-4	14	-12	6
O=C(CSCc1c(Cl)cccc1Cl)Nc1ccc2c(c1)OCO2	-19	-12	-21	4	6	-23	-1	1	-2	-3	-41
CCOC(=O)c1c(N2C(=O)C3C4C=CC(O4)C3C2=O)sc2c1CCCC2 (stereo unspecified)	-3	16	7	-12	-10	2	22*	5	5	-2	-5
CC1=NNC(=O)C1CC(=O)N/N=C/C(Br)=C/c1ccccc1 (stereo unspecified)	-4	-4	14	-6	-11	-13	-23	2	-29	nt	-22
COc1ccccc1-c1cc(C(F)(F)F)nc(S(=O)(=O)CCCC(=O)Nc2cc(C)on2)n1	-26	13	39	22	-11	39	-2	-8	-9	2	-6
COc1ccc(CNC(=O)COC(=O)c2c(NC(C)=O)sc(C)c2C)cc1	4	-11	-15	-18	14	-21	-4	0	20	-2	-24
CCc1nnc(SCC(=O)Nc2ccccc2)nc1CC	0	8	-5	-8	-10	17	-8	-4	-4	-9	-34
COCC(=O)N1CCCC(C(=O)c2ccc3c4c(cccc24)CC3)C1 (stereo unspecified)	-8	7	-13	3	-38	1	-3	3	5	-13	-26
CC(C)[C@H](NC(=O)c1ccco1)C(=O)OCC(=O)Nc1ccc(Cl)c(S(=O)(=O)N(C)C)c1	17	5	-5	-13	14	18	-4	-12	12	-8	-13
Following part:
SMILES	SRC1 inh	NCOA3 inh	TWEAK-Fn14 inh	C8 TRAIL sens	SRC2 inh	TROY NFkB inh	NOD2 RIPK2 PPI	EBV LMP1 NFkB	NR2F2 inh	TLR9-MyD88 block	LRH-1 inv ag
O=C1NC(=Nc2ccccc2Cl)SC1(CO)CO	-19	2	0	-8	4	-21	-76	5	-27	5	-7
Cc1nc(CCNC(=O)COc2ccccc2)cs1	-7	8	11	5	-5	-4	6	-6	12	8	-7
Cc1cc(C(=O)O)c(CSc2ncn[nH]2)o1	-42	7	-4	5	-5	7	-1	7	17	-5	15
CSc1ccccc1NC(=O)CN(c1cccc(C)c1)S(C)(=O)=O	6	11	5	1	21	5	2	1	13	0	15
COc1ccc(-c2nsc(SCC(=O)NCC3CCCO3)n2)cc1 (stereo unspecified)	-37	-40	-17	16	-16	-32	-1	-12	-7	-10	-55
CSc1ccc(C2CC(=O)Nc3c2c(=O)n(C)c(=O)n3C)cc1 (stereo unspecified)	-113	5	-7	7	2	-6	-11	-8	13	-2	1
Cc1ncsc1CCC(=O)N1CCCC(C(=O)c2cccc(Cl)c2)C1 (stereo unspecified)	4	17	12	6	19	9	1	3	16	-3	-6
O=[N+]([O-])c1cc(/C=N/OCc2c(Cl)cccc2Cl)ccc1N1CCOCC1	-42	-2	-3	2	-18	-14	-15	-6	14	-2	-8
COc1ccc(CC(=O)Nc2ccc(NC(=O)c3ccccc3F)cc2)cc1	-58	-4	0	-6	-2	-30	-3	-9	4	-4	-5
Cc1sc2nc(C)n(/N=C/N(C)C)c(=O)c2c1C	-6	22	-7	-16	19	9	-5	2	6	-5	7
CC12CCC(C(=O)NCc3ccc(Cl)cc3)(OC1=O)C2(C)C (stereo unspecified)	10	13	12	1	-17	-11	4	-5	-3	8	18
c1ccc2c(c1)OCC(c1nnc3n1-c1ccccc1SC3)O2 (stereo unspecified)	-1	7	9	7	-25	1	0	6	17	-5	9
Cc1ccc(CSc2nnc(C)c(=O)n2N)cc1	-7	9	-7	-13	-12	-21	-16	-1	-17	8	-15
O=C(Nc1ccc(O)c(-c2nc3ccccc3o2)c1)C1(c2ccc(Br)cc2)CCCC1	-6	18	-20	3	7	0	2	-1	-5	-1	26
COc1cc(NC(=O)COc2ccc([N+](=O)[O-])cc2)ccc1NC(=O)c1ccco1	1	-12	-4	0	14	2	-11	4	13	-4	-25
CCOC(=O)CC1C(=O)NCCN1C(=O)NC1CCCCC1 (stereo unspecified)	10	10	16	-2	8	6	-5	-9	-3	-2	3
Cc1ccc(S(=O)(=O)N2CCCOC2CNC(=O)C(=O)NCc2ccccn2)cc1 (stereo unspecified)	-20	-4	4	-9	-2	7	-1	4	1	-4	0
Cc1nn(C)c(Cl)c1NC(=O)OCc1ccccc1	4	2	-1	5	-4	-8	1	3	-7	-3	-24
CCOC(=O)c1c(NS(C)(=O)=O)sc2c1CCC(C)C2 (stereo unspecified)	2	-1	9	-7	-8	4	-4	6	20	-6	-17
O=C(O)c1ccc(C2(c3ccc(C(=O)O)cc3)OC(=O)c3ccccc32)cc1	5	8	7	0	21	-11	-11	2	-1	-4	2
Cc1ccc(-n2ncc3c(=O)n(CC(=O)N(C(C)C)C(C)C)cnc32)cc1	8	10	-16	8	3	11	5	6	4	-2	15
NCC(O)c1ccc(O)c(O)c1 (stereo unspecified)	-14	8	-5	5	13	-5	3	4	21	12	-33
Cc1cccc(C)c1NC(=O)C(=O)NCCOc1ccc(Cl)cc1	3	-3	-25	0	-17	8	-1	-1	3	10	-1
COc1ccc(N2CCn3c2nc2c3c(=O)n(CCCc3ccccc3)c(=O)n2C)c(OC)c1	-1	14	19	31	-14	34	0	13	12	-3	10
O=C(Nc1ccccc1N1CCOCC1)c1ccc2c(c1)OCCO2	18	-7	1	-1	-14	-9	-1	3	16	7	9

Complete entries, quoted from the list. Order of values: SRC1 inh, NCOA3 inh, TWEAK-Fn14 inh, C8 TRAIL sens, SRC2 inh, TROY NFkB inh, NOD2 RIPK2 PPI, EBV LMP1 NFkB, NR2F2 inh, TLR9-MyD88 block, LRH-1 inv ag
CCOC(=O)c1c(NS(C)(=O)=O)sc2c1CCC(C)C2 (stereo unspecified) is listed with 2, -1, 9, -7, -8, 4, -4, 6, 20, -6, -17
COCC(=O)N1CCCC(C(=O)c2ccc3c4c(cccc24)CC3)C1 (stereo unspecified) is listed with -8, 7, -13, 3, -38, 1, -3, 3, 5, -13, -26

(more compounds)
SMILES	SRC1 inh	NCOA3 inh	TWEAK-Fn14 inh	C8 TRAIL sens	SRC2 inh	TROY NFkB inh	NOD2 RIPK2 PPI	EBV LMP1 NFkB	NR2F2 inh	TLR9-MyD88 block	LRH-1 inv ag
CN(c1ccc(OCC(=O)OCc2nnc(-c3ccccc3)o2)cc1)S(=O)(=O)c1ccc(Cl)cc1	19	-1	-4	-19	-15	-38	-9	-10	4	-4	7
Cc1nc2n(n1)CC(O)CS2 (stereo unspecified)	5	2	13	7	-5	-3	-9	1	11	7	0
CCN(CC)C(=O)CSc1nc2cc(S(=O)(=O)N3CCOCC3)ccc2n1CC	5	12	-4	-5	17	5	-1	9	14	7	-2
C/C(=N\NC(=O)CCc1ccccc1)c1ccc(Br)cc1	-9	12	-13	-9	13	6	-8	-14	-7	0	8
CCCOP(=O)(c1ccc(N(C)C)cc1)C(O)c1ccc(N(C)C)cc1 (stereo unspecified)	3	8	-30	-9	0	-7	-1	-1	0	2	5
O=C(NCc1ccccc1)N[C@@H](Cc1c[nH]c2ccccc12)C(=O)O	-8	16	-1	3	-13	4	-10	-5	-16	6	1
O=C(O)Cc1c(-c2ccccc2)c2cc(Cl)ccc2[nH]c1=O	-2	-6	21	-13	21	-7	-4	2	3	-8	-14
CC(C)c1ccc(C(=O)NC(=S)Nc2ccc3[nH]c(=O)[nH]c3c2)cc1	-14	-10	-5	30	-1	19	-3	1	7	2	-5
CCCCN1C(=O)C(CC(=O)NC2CC2)CC(C(=O)N(CC)CC)=C1C (stereo unspecified)	-10	-36	4	-14	-1	-4	1	3	9	12	5
Cc1nnc(NC(=O)/C=C/c2ccco2)s1	-49	-15	13	-3	-21	-1	9	-22	-14	-4	-35
CCN(C(=O)CN1C(=O)NC(c2ccccc2)(c2ccccc2)C1=O)c1ccccc1	-5	-7	1	4	-4	4	-6	-8	-12	2	15
N#CCc1ccc(OC(=O)c2cccnc2Cl)cc1	-93	-59	-27	31	-73	-31	-11	1	-45	-1	-89
Cc1ccc(S(=O)(=O)CC(=O)Nc2cccc(C)n2)cc1	2	13	2	11	-20	-2	-9	0	8	-3	8
O=C(CCCN1C(=O)S/C(=C\c2ccccc2)C1=O)NNC(=O)c1ccccc1O	60	71*	35	14	78*	24	3	?	61*	7	42
CC1=C(C(=O)OC(C)C)C(c2cccnc2)n2ncnc2N1 (stereo unspecified)	-6	7	9	6	4	-3	4	0	14	1	-3
O=C(CCCc1ccccc1)NC1CCSC1=O (stereo unspecified)	10	2	6	-6	-68	-7	7	-3	-11	0	-20
Nc1cc(=O)nc(SCC(=O)Nc2ccccc2)n1-c1ccccc1	-38	-1	13	-10	6	-12	6	2	-16	-3	1
Cc1c(C(=O)NCCN2C(=O)S/C(=C\c3cccs3)C2=O)cccc1[N+](=O)[O-]	-7	2	-32	-13	9	-19	2	-29	-12	-5	-2
